# Screens from PubChem BioAssay.
# UDG counter = blocks uracil-DNA glycosylase in AID counter-screen. Potency, µM (top dose mostly 115 µM), inactives show at the highest dose activity change, negative = inhibition, hits mostly inhibitors. FRET deamination/UDG coupled assay, UDG read, 4 h. 0.14% of 91,000 active; note: nearly all actives have a fitted effect of over 65% in size
# AID inhibitor = inhibitors of human activation induced cytidine deaminase; Q9GZX7; AID deamination FRET fluorescence, UDG-coupled, 4 h; Potency, µM (highest dose often 115 µM), without a hit: top-dose activity change, negative = inhibition, most hits filed as inhibitors; 0.32% of 91,000 active; AID 1347428; note: nearly all actives have a fitted effect of over 25% in size
# Target sequence (Q9GZX7 whole entry, looked up): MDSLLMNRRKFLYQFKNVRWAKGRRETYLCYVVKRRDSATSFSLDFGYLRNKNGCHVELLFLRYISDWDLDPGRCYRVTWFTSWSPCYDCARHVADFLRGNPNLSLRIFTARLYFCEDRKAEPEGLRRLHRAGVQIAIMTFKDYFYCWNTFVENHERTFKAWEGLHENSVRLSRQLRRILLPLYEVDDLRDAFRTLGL
# Active calls of the source: *; ? = inconclusive; & = joins results of further samples; [ ] = remark or other dose. Calls come from the whole dose curve; as a rule, active = well fitted curve in the direction sought with a large enough effect; inconclusive = small, poorly fitted or top-dose-only effect, or another doubt; inactive = no such curve, though single readings can be large; an effect the other way counts as inactive or inconclusive. % is set by controls: 0 for no effect and ±100 for the full control effect; potency is the fitted concentration of half-maximal effect. Only part of the results is shown, so the mix of outcomes need not match the whole.
# The opening two entries, to show the layout:
1	COc1ccc(N2CCN(S(=O)(=O)CCNC(=O)c3ccc(OC(C)C)cc3)CC2)cc1
2	C=CC(=O)NC(NC(=O)C=C)c1ccc(Cl)cc1

Assay by compound	1	2
UDG counter	-1%	7%
AID inhibitor	8%	4%

# The listing, from the first entry:
1	COc1ccc(N2CCN(S(=O)(=O)CCNC(=O)c3ccc(OC(C)C)cc3)CC2)cc1
2	C=CC(=O)NC(NC(=O)C=C)c1ccc(Cl)cc1
3	O=C(NC1CCCCCC1)c1[nH]c2ccccc2c1Cl
4	Cc1oc2cc(OCC(=O)NCc3cccs3)ccc2c(=O)c1Oc1ccc(F)cc1
5	COc1ccc(Nc2nc3ccc(Cl)cc3nc2-n2nc(C)cc2C)cc1
6	Cc1cc(OCC(=O)Nc2cnn(CCCC(=O)O)c2)ccc1Cl

Assay by compound	1	2	3	4	5	6
UDG counter	-1%	7%	-4%	0%	7%	7%
AID inhibitor	8%	4%	-7%	0%	14%	3%

# Reprinted from the part before: 4 compounds, then new ones.
3	O=C(NC1CCCCCC1)c1[nH]c2ccccc2c1Cl
4	Cc1oc2cc(OCC(=O)NCc3cccs3)ccc2c(=O)c1Oc1ccc(F)cc1
5	COc1ccc(Nc2nc3ccc(Cl)cc3nc2-n2nc(C)cc2C)cc1
6	Cc1cc(OCC(=O)Nc2cnn(CCCC(=O)O)c2)ccc1Cl
7	Cc1ccc(C(=O)Nc2nc(-c3nnn(-c4cccc(Cl)c4C)c3C)ns2)cc1C
8	Fc1cccc(Cl)c1CNCCOc1ccccn1
9	COc1ccccc1NC(=O)C1=C(C)Nc2nc(SCc3ccc(Cl)cc3)nn2C1c1ccccc1Cl (centres undefined)
10	CCc1ccccc1Nc1nn2c(=O)c3ccc(C(=O)NCc4cccs4)cc3nc2s1
11	Cc1ccc(CN2CCC(CNc3ncnc4onc(-c5ccc(F)cc5)c34)CC2)cc1
12	CCCCCNC(=O)CCc1c(C)nc2nc(N)nn2c1C

Assay by compound	3	4	5	6	7	8	9	10	11	12
UDG counter	-4%	0%	7%	7%	-18%	-1%	7%	-19%	?	-10%
AID inhibitor	-7%	0%	14%	3%	-11%	-1%	2%	32µM*	?	-18%

13	CCCCCCc1c(C)c2c(cc(C)c3c(C)c(C)oc32)oc1=O
14	COc1ccc(-c2nc3scc(CCNS(=O)(=O)c4ccc(C)cc4)n3n2)cc1
15	Cc1ccc(S(=O)(=O)c2cc3cc(C(=O)Nc4ccc(C)cc4C)ccc3oc2=O)cc1
16	CC(C)(C)C1CCc2nc(NC(=O)Cc3ccccc3)sc2C1 (centres undefined)
17	S=C(NCc1ccccc1)Nc1ccc(Sc2ccc(Br)cc2)cc1
18	CCOc1cc2c(cc1CNC(=O)c1ccc(F)cc1Br)OC(C)C2 (centres undefined)

Assay by compound	13	14	15	16	17	18
UDG counter	7%	-3%[57.5 µM]	1%	-25%	-8%	-3%
AID inhibitor	8%	3%	12%	-22%	-12%	3%

19	CC(=O)Nc1nnc(SCc2cc(=O)c3cccc(C)c3[nH]2)s1
20	O=S(=O)(Nc1ccc(-c2cn3ccsc3n2)cc1)c1cccs1
21	Cc1ccc(-n2c3c(c(=O)[nH]c2=O)C(C(F)(F)F)(C(F)(F)F)N=C(c2ccncc2)N3)cc1
22	S=C(NCc1ccccc1)N/N=C/c1c2ccccc2c(Cl)c2ccccc12
23	Cc1nn(S(=O)(=O)c2ccc(C(C)C)cc2)c(C)c1S(=O)(=O)N1CCCCC1
24	Cc1ccc(Cl)cc1NC(=O)CCCn1c(=O)c2cccn2c2ccccc21

Assay by compound	19	20	21	22	23	24
UDG counter	?	2%	-15%	-6%	-5%	-4%[57.5 µM]
AID inhibitor	3%	-5%	-12%	3%	52%[activator]	8%

25	CCOC(=O)c1c(C)[nH]c(C)c1S(=O)(=O)NCC(=O)N1CCN(c2cc(Cl)ccc2C)CC1
26	CC(C)=CC1C=C(C)C(C)C(C)C1/C=N/NC(=O)c1ccccc1 (centres undefined)
27	CCn1c(=O)cc(OCC(=O)N2CCN(c3cccc(C)c3C)CC2)c2ccccc21
28	COc1ccc(N(Cc2ccccc2)C(=O)c2nc(SC)ncc2Cl)cc1
29	CCC(CC)COC(=O)C(C#N)c1nc2ccccc2nc1N1CCN(CC)CC1 (centres undefined)
30	CCOc1ccccc1NC(=O)Cn1ncc2c([nH]c3ccccc32)c1=O

Assay by compound	25	26	27	28	29	30
UDG counter	0%	0%	-5%[57.5 µM]	-9%	-3%	-1%[57.5 µM]
AID inhibitor	-18%	2%	-16%[57.5 µM]	?	-8%	7%

31	O=C1CCCC2=C1C(c1ccccc1)C=C1c3cc4c(cc3CCN12)OCCCO4 (centres undefined)
32	Cc1ccc(S(=O)(=O)c2nc(-c3ccccc3)oc2N2CCN(c3ccccc3)CC2)cc1
33	Cc1cc(C)cc(-n2c(SCC(=O)Nc3ccccc3)nc3c(oc4ccccc43)c2=O)c1
34	CCOc1ccc2nc(NC(=O)c3cc(=O)c4cc(C)cc(C)c4o3)sc2c1
35	CC(Oc1ccc(F)c(F)c1)C(=O)NCCC(=O)N1CCCCC1 (centres undefined)
36	COCCCn1c(=N)c(C(=O)NCc2cccnc2)cc2c(=O)n3cc(C)ccc3nc21

Assay by compound	31	32	33	34	35	36
UDG counter	-1%	-6%	5%	-12%[57.5 µM]	-4%	-1%
AID inhibitor	16%	-14%	-9%	4%	-3%	43%[activator]

37	O=C(O)c1cccc(Br)c1
38	COc1cc(-c2nnc3n2C(C)(C)Cc2cc(C)c(C)cc2-3)cc(OC)c1OC
39	S=c1[nH]nc(-c2n[nH]c3c2CCC3)n1/N=C/c1cccc2ccccc12
40	CCOC(=O)c1c(C)[nH]c(C)c1S(=O)(=O)N1CCCC(C(=O)Nc2ccc(C)cn2)C1 (centres undefined)
41	Cc1nn(CCC(=O)Nc2c(Cl)cccc2Cl)c(=O)c(C#N)c1C
42	CSc1ncc(Cl)c(C(=O)Nc2cc(C(F)(F)F)ccc2Cl)n1

Assay by compound	37	38	39	40	41	42
UDG counter	-7%	-8%	4%	9%	-1%	-11%
AID inhibitor	1%	-12%	-7%	2%	15%	5%

43	Cc1c(C(=O)NC2=NCCS2)oc2c(Cl)cccc12
44	Cc1cc(C)cc(NC(=S)NCCc2ccccc2)c1
45	CC(C)(CNC(=O)NC1CCCC1)C(N)=O
46	COC(=O)c1c(-c2ccc(Cl)cc2)noc1N1CCN(c2ccccc2F)CC1
47	O=C(CN1C(=O)CC(c2ccco2)Sc2ccccc21)Nc1ccc(C(F)(F)F)cc1 (centres undefined)
48	Cc1cccc(NC(=O)N2CCN(C)c3ncccc32)c1C

Assay by compound	43	44	45	46	47	48
UDG counter	5%	-1%	-3%	-6%	-3%	3%
AID inhibitor	2%	-6%	-9%	34%[activator]	38%[activator]	6%

49	Cc1ccc(C(=O)NCC(c2ccc3c(c2)OCO3)N2CCOCC2)cc1 (centres undefined)
50	O=C(NCCc1ccccc1)c1ccc2c(c1)N(Cc1ccc(Cl)cc1)C(=O)CS2
51	COc1cc(OC)c2c(C)c(CC(=O)Nc3cccc(F)c3)c(=O)oc2c1
52	COc1ccc(CNC(=O)COc2ccc3c(C(F)(F)F)cc(=O)oc3c2)cc1
53	Cc1cc(C)n(C(C)CC(=O)Nc2ccc(C)c(N(C)C)c2)n1 (centres undefined)
54	Cn1cnc2c1c(=O)n(CCCN1CCCCCC1)c(=O)n2C

Assay by compound	49	50	51	52	53	54
UDG counter	-10%	-7%	2%	4%	8%	-8%
AID inhibitor	4%	?	3%	4%	32%[activator]	-8%

55	CCOC(=O)c1c(S(=O)(=O)N2CCCC(C(=O)Nc3cc(C)ccc3OC)C2)c(C)n(C)c1C (centres undefined)
56	CC(CCc1ccccc1)NC(=O)CCC(=O)NC12CC3CC(CC(C3)C1)C2 (centres undefined)
57	COc1cccc(NC(=O)c2sc3nc(C)c(C(=O)Nc4ccc(Cl)cc4)c(-c4ccc(Br)cc4)c3c2N)c1
58	Cc1ccc(-n2ncc(C(=O)NCc3cccs3)c2C2CCN(C(=O)OC(C)(C)C)CC2)cc1C
59	CCc1ccc(NC(=O)N2CC=C(c3c[nH]c4ccccc34)CC2)cc1
60	O=C(Nc1cccnc1Oc1ccccc1)c1cccc(Cl)c1Cl

Assay by compound	55	56	57	58	59	60
UDG counter	-27%	-1%	-10%	58%[activator]	-17%	8%
AID inhibitor	9%	-13%	-19%	?	53%[activator]	2%

# Entries of single compounds, looked up by structure. Order of screens: UDG counter, AID inhibitor
# Record of `CCOC(=O)c1c(S(=O)(=O)N2CCCC(C(=O)Nc3cc(C)ccc3OC)C2)c(C)n(C)c1C` (centres undefined) → -27%, 9%
# Record of `COc1cccc(NC(=O)c2sc3nc(C)c(C(=O)Nc4ccc(Cl)cc4)c(-c4ccc(Br)cc4)c3c2N)c1` → -10%, -19%
# Record of `CC(CCc1ccccc1)NC(=O)CCC(=O)NC12CC3CC(CC(C3)C1)C2` (centres undefined) → -1%, -13%

# Next part.
61	COCCNC(=O)Cn1nc(N2CCN(c3ccccc3OC)CC2)ccc1=O
62	Cc1[nH]c(SC(C)C(=O)Nc2cccc(S(=O)(=O)N3CCCCC3)c2)nc1Cc1ccccc1 (centres undefined)
63	Cc1ccc(NC(=O)Cn2nc(-c3ccccc3)nc(Cc3ccc(Cl)cc3)c2=O)cc1
64	CN(C)CCCN(Cc1ccc(Cl)cc1Cl)Cc1ccc(Cl)cc1Cl
65	CCN(CC)C(CNC(=O)c1nc(-c2ccccc2)oc1C)c1ccccc1 (centres undefined)
66	CCCn1c(=N)c(C(=O)NCc2cccnc2)cc2c(=O)n3cc(C)ccc3nc21

Assay by compound	61	62	63	64	65	66
UDG counter	19%	-11%	-4%	-5%	-5%	-3%
AID inhibitor	21%	-18%	-7%	-8%	-16%	57%[activator]

67	Cc1ccc(CN2CCN(C(=O)CC(C)(C)C)CC2)cc1
68	COC(=O)c1cc2oc3ccccc3c2n1CC(=O)Nc1cc(OC)cc(OC)c1
69	Cc1ccc(-c2nnc3ccc(C)cc3c2C(=O)O)cc1
70	CCOC(CC)C(=O)NCC1CCN(Cc2cccs2)CC1 (centres undefined)
71	CCN(CC(=O)Nc1ccccc1OC)C(=O)c1ccc(-c2cc(Cl)ccc2Cl)o1
72	CC1C(c2ccccc2)=[N+]([O-])C(C)(c2ccc(Cl)cc2)N1O (centres undefined)

Assay by compound	67	68	69	70	71	72
UDG counter	6%	0%	-2%	-7%	-10%	-3%
AID inhibitor	4%	-13%	-3%	-5%	-14%	-2%

73	CCc1c(CN2CCN(c3ccccc3F)CC2)csc1C
74	O=C(CSc1n[nH]c(-c2cc(Br)ccc2O)n1)N1CCOCC1
75	CC1=C(C(=O)Nc2ccc(C)cc2C)C(C(C)C)n2nc(SCc3ccccc3Cl)nc2N1 (centres undefined)
76	Cc1cc(F)ccc1NC(=O)c1c(C)oc2c1C1=NCCN1C=N2
77	CCOc1ccc(-n2c(SCC(=O)N3CCc4ccccc43)nc3c([nH]c4ccccc43)c2=O)cc1
78	Cc1cccc(OCC(=O)Nc2ccccc2C(=O)OCc2cc(=O)n3nc(C4CC4)sc3n2)c1

Assay by compound	73	74	75	76	77	78
UDG counter	2%&2%	6%	-15%	-2%	-6%	-12%
AID inhibitor	-2%&20%	1%	6%	2%	3%	5%

79	O=c1c(N2CCN(c3ccccc3)CC2)csc2ccc(Cl)cc12
80	O=C(O)CSc1ccc(Cl)c(Cl)c1Cl
81	CC1=C(C(=O)Nc2cccc(C(F)(F)F)c2)C(c2ccccc2)n2ncnc2N1 (centres undefined)
82	c1ccc(C(CNCc2ccncc2)N2CCCC2)cc1 (centres undefined)
83	O=C(CSc1nc(=O)n(Cc2ccco2)c2c1CCC2)NC1CCCCC1
84	Cc1ccc(-c2ccc(C=O)o2)cc1
85	O=C(COc1cc(Cl)ccc1Cl)N1CC=C(c2ccccc2)CC1
86	O=C(N/N=C/c1ccccc1Cl)c1cccs1
87	CCOC(=O)c1ccc(N2CCN(c3cc(C)ccc3C)CC2)c(NC(=O)Nc2ccc(Cl)cc2)c1

Assay by compound	79	80	81	82	83	84	85	86	87
UDG counter	-1%	7%	-8%	-4%	5%	5%	-6%	-6%	-9%[57.5 µM]
AID inhibitor	2%	-12%	10%	-4%	-16%	-4%	1%	-11%	-14%

# A few values from the entries so far:
# Value of compound 85 under UDG counter: -6%
# Value of compound 87 under UDG counter: -9%[57.5 µM]
